# NSD2 inh: inhibitors of human histone methyltransferase NSD2; O96028; AID 743445; NSD2 peptide methylation, AlphaScreen, 120 min; 310,000 compounds, 0.54% hits; inhibition, % at 12.5 µM; in the data active = inhibition above about 50%
# PKA-R2B activ: PKA-R2B complex activation. 340,000 compounds, 0.079% hits. activation, % at 11.4 µM. AID 504700. PKA-R2B holoenzyme dissociation, Cy5-IP20 fluorescence polarization; R2B truncated from residue 108, S112A mutant; 0% DMSO only, 100% 113 µM cGMP;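 active = activation above a cutoff set at the mean over all compounds plus 3 SD, cut at about 18% in these data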;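 also: higher means more holoenzyme dissociation and a rise in polarization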
# Target sequence (P31323 whole entry, looked up, other chains not shown, the tested form may be a part): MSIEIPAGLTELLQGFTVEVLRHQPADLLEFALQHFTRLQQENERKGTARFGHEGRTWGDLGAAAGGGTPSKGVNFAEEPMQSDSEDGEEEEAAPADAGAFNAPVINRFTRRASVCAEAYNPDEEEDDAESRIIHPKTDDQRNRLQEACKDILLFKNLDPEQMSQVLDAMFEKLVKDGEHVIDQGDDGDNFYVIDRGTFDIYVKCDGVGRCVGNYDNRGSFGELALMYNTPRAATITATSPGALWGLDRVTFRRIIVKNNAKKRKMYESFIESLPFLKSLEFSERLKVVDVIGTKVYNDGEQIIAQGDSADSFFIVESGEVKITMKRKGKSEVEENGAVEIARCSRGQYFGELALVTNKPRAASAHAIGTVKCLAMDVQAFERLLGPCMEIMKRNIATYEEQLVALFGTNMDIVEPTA
# SR-BI HDL uptake: inhibitors of mouse SR-BI mediated HDL lipid uptake; Q61009; ldlA[mSR-BI] CHO cells, DiI-HDL uptake fluorescence, 3 h; inhibition, % at 12.5 µM; 320,000 compounds, 0.96% hits; AID 488896;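 active = mean replicate inhibition of at least 70% and a set share of replicates each scoring 70 or more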;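 also: 0% = median of neutral control wells and 100% = median of positive control wells; values of inactives mirror those of a sister screen read the other way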
# MITF TRPM1 HTS: activators of MITF-driven TRPM1 promoter activity in SK-MEL-5 cells; activation, % at 12.5 µM; SK-MEL-5 TRPM1-promoter luciferase, 24 h; % of positive control, neutral wells = 0; 300,000 compounds, 0.75% hits;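 active = mean activation of at least 80% with every replicate also reaching 80%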;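 also: 0% = neutral control wells and 100% = parthenolide positive control wells; values of inactives mirror those of a sister screen read the other way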
# DSG3 Ab inh: inhibitors of pemphigus antibody binding to human desmoglein-3; P32926; 310,000 compounds, 0.48% hits; binding (percent of control), % at 10 µM; AID 588358; DSG3-coupled beads, scFv-anti-DSG3-GFP binding, flow cytometry; active compounds read low;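 active = binding more than 3 SD below its plate's average and above zero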;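 also: hits lower antibody fragment binding to DSG3; some compounds called inactive have numbers as strong as hits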
# SR-BI uptake up: activators of SR-BI mediated HDL lipid uptake; CHO ldlA[mSR-BI] cells, DiI-HDL uptake fluorescence, 3 h; 100 = double the neutral-control signal; activation, % at 12.5 µM; 320,000 compounds, 0.096% hits;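 active = mean replicate activation of at least 60% and every replicate at or above 60%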;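 also: 0% = median plate neutral-control signal and 100% = twice that signal; values of inactives mirror those of a sister screen read the other way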
#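 system = CHO ldlA[mSR-BI] cells, LDL receptor-null, SR-BI overexpressing | medium = Ham's F12 with 0.5% BSA, HEPES 25 mM, pH 7.4 | probe or stimulus = DiI-HDL 10 µg/mL | compound dosing = single-point compound dose | incubation = compound exposure 3 h, 37 °C | technique = DiI fluorescence, bottom read | read-out = cell-associated DiI fluorescence as measure of HDL uptake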
# PKA-R1A act: activators of PKA-R1A complex | activation, % at 11.4 µM | 340,000 compounds, 0.083% hits | PKA-R1A dissociation, Cy5-IP20 fluorescence polarization; scaled: DMSO 0%, 113 µM cGMP 100%;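 active = percent activation above the mean of all tested compounds plus 3 SD, cut at about 19% in these data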;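 also: higher means more PKAc released from R1A so a rise in polarization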
# Arrestin-AP2 inh: human beta-arrestin and AP2 interaction inhibition; FITC-arrestin peptide / GST-AP2 beads, flow cytometry; AP2 beta2 appendage carries R879A mutation; inhibition, % at 10 µM; 340,000 compounds, 0.31% hits; AID 504490;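 active = inhibition above a set limit, near 3 SD of compounds lacking own fluorescence, cut at about 54% in these data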;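 also: plate controls were DMSO wells for no effect and 5 µM unlabelled arrestin peptide for full effect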
#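 System: GST-tagged AP2 beta2-adaptin appendage (R879A) on 4 µm glutathione beads / Reagent: FITC-arrestin peptide, 50 nM / Detection: HyperCyt-sampled flow cytometry, FL1 channel, ex 488/em 535 nm / Timing: 12 min plus 1 h, RT / Buffer or medium: PBS plus Tween 20 (0.05%) and BSA (0.1%)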
# dFosB act: activators of mouse delta FosB homodimer | P13346 | purified delta FosB, TAMRA-CDK5 oligo fluorescence polarization; percent of positive-control signal above neutral wells | activation, % at 25 µM | 340,000 compounds, 0.99% hits;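 active = mean activation above about 17%, with every replicate also reaching it, limit read from the data, passing the limit was not always enough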;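 also: fluorescence polarization rise as delta FosB binds a TAMRA Cdk5 AP-1 oligo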
# Target sequence (P13346 whole entry, looked up): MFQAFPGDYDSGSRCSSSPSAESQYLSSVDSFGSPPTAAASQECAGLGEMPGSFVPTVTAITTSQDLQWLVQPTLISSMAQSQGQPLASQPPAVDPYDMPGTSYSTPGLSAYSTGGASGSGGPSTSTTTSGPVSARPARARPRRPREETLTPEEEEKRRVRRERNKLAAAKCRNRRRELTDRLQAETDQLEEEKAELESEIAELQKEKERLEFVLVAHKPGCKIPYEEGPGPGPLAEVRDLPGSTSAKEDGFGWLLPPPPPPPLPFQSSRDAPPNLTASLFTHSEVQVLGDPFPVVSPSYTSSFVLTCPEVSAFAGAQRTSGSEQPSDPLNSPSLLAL
# CDK5 inh: inhibitors of human CDK5/p35 kinase | 330,000 compounds, 0.01% hits | inhibition, % at 10 µM | Q00535+Q15078 | Recombinant CDK5/p35, ADP-Glo luminescence, 60 min | AID 488839;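 active = highest replicate inhibition of at least 50% and at least 75% of replicates reaching 50%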;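 also: plate controls were DMSO neutral control for no effect and GW8510 at 10 µM for full effect; many of its hits are not listed in these tables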
# Mot1-301 SUMO: SUMOylation pathway inhibition by Mot1-301 growth rescue; S. cerevisiae Mot1-301 growth rescue, ATP luminescence, 38.5C; percent above DMSO median, 100 means doubled; 320,000 compounds, 1% hits; AID 2716; growth rescue, % at 18.8 µM;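 active = every valid replicate shows activation above 250% relative to neutral control wells; inactive = the rest, any valid replicate at or below 250%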;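 also: OY570 slx delta 5 strain wells were the positive control but not used for scaling; some compounds called inactive have numbers as strong as hits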
# An asterisk follows results filed as active; i = inactive; / = no result given.
Molecule	NSD2 inh	PKA-R2B activ	SR-BI HDL uptake	MITF TRPM1 HTS	DSG3 Ab inh	SR-BI uptake up	PKA-R1A act	Arrestin-AP2 inh	dFosB act	CDK5 inh	Mot1-301 SUMO
O=C(CCN1CCN(C/C=C/c2ccccc2)CC1)Nc1ccc(Cl)cc1	4	-4	-23	-9	106	23	-5	3	-3	0.2	3
Cn1c(=O)c2c(ncn2CC(=O)NC[C@H]2O[C@@H](n3cnc4c(N)ncnc43)[C@H](O)[C@@H]2O)n(C)c1=O	/	3	-6	-1	107	6	-8	11	-3	-4.8	/
CCOc1ccc(CCNC(=O)COC(=O)c2nc(Cl)ccc2Cl)cc1OCC	0	8	19	-11	104	-19	-2	18	-7	1.7	-7
COc1ccc(NC(=O)Cc2csc(NC(=O)Nc3ccccc3OC)n2)c(OC)c1	3	-6	64	-1	97	-64	-9	10	-3	0.9	-10
CC1CN(S(=O)(=O)c2cccs2)CC(C)O1 (configuration not stated)	-3	-4	-4	-1	99	4	-4	16	-2	-0.2	20
O=C(CC1CCCC1)Nc1ccc2c(c1)CCC2	-5	-7	-15	43	112	15	8	-1	0	2.9	8
O=C(CNC(=O)c1ccccc1)N/N=C/c1cc(Br)ccc1O	-4	-6	-26	-5	104	26	-7	3	-8	-2.5	11
COc1ccc(C(=O)NC2CCN(Cc3c(F)cccc3Cl)CC2)cc1OC	-2	-6	8	-7	95	-8	3	0	-7	2.4	173
Nc1[nH][nH]c(=O)c1N=Nc1ccc2c(c1)OCO2	4	8	-17	37	105	17	9	17	-8	0.0	-7
COCCCNC(=O)CCn1c(=O)c2ccccc2n(CC(=O)NCCC2=CCCCC2)c1=O	-1	-4	/	4	68*	/	-10	-2	-5	1.6	-6
Cc1c(C(=O)N2CCCCC2)c(S(=O)(=O)NCc2ccc(F)cc2)c(C)n1C	1	16	-4	-3	99	4	-4	31	-4	0.8	20
CCCCCCCN1C(Nc2ccccc2)=NC[C@@H]1Cc1ccccc1	/	-14	-2	3	106	2	-1	-1	6	-5.9	240
CCOC(=O)N1CCc2c(sc3c2c(=O)n(Cc2ccccc2)c(=O)n3Cc2ccccc2F)C1	/	-7	6	-5	96	-6	-5	-5	-9	-0.3	-10
N=C(c1ccc([N+](=O)[O-])cc1)N1CCCCCC1	-2	-1	-13	0	101	13	7	19	0	0.9	0
CCC(C(=O)Nc1sc(C(N)=O)c(C)c1C(=O)OC)c1ccccc1 (configuration not stated)	6	0	16	-6	106	-16	5	33	-29	0.4	-12
Cc1nnc(SCC(=O)NNC(=O)c2ccccc2)n1-c1ccccc1	-3	-3	-6	3	109	6	2	3	-6	-1.5	-15
CCSc1ccc([C@@H]2[C@@H]3C(=O)N(C)C(=O)[C@@H]3[C@]3(C(=O)OC)CCCCN23)cc1	/	1	-10	0	96	10	5	6	3	-0.6	6
O=C1CC(=O)CC(c2ccco2)C1	3	4	-14	-5	103	14	6	-6	-6	-0.7	6
Cc1ccc(NC(=O)CSc2ncc(S(=O)(=O)c3ccccc3)c(=O)[nH]2)cc1C	0	10	3	13	110	-3	-1	5	-4	-4.5	1
COC(=O)[C@@]1(Cc2ccc(OC)cc2)[C@H]2c3cc(C(=O)N(C)C)[nH]c3C[C@H]2CN1C(=O)c1ccccc1	/	-2	30	1	101	-30	-9	0	-9	-1.0	-4
CC1CCC(C(=O)NC(C(=O)N2CCc3ccccc3C2)C(C)C)CC1 (configuration not stated)	0	-9	-21	/	98	21	-7	-4	-6	-0.5	-4
CC(NC(=O)CCCc1ccccc1)c1ccncc1 (configuration not stated)	3	2	-11	-8	105	11	-6	38	-7	1.2	0
CCc1nc2ccccc2c(C(=O)OCC(=O)Nc2ccc(S(=O)(=O)N3CCOCC3)cc2)c1C	2	-3	26	2	108	-26	-5	9	3	-7.5	9
C=CCNc1oc(-c2cccc(Cl)c2)nc1C#N	/	3	5	-20	98	-1	-4	14	5	-2.0	-6
CCOc1ccc(N(CC(=O)NC2CCCCCC2)S(=O)(=O)c2ccccc2)cc1	-1	-6	-69	5	103	/	6	1	-10	-2.1	2
COc1cccc(/C=C(/C#N)c2ccc(F)cc2)c1OCc1cccc(C(=O)O)c1	-4	-2	-39	21	102	39	2	-26	-3	2.2	-2
COc1cccc(NC(=O)Nc2cc(C(=O)O)ccc2C)c1	/	-6	-15	0	101	15	-15	-5	3	2.2	-2
CCC(C)(C)NC(=O)C(C)OC(=O)c1nsc(Cl)c1Cl (configuration not stated)	-5	2	-6	/	101	6	-11	17	-1	-0.4	-4
Cc1ccc(OCC(=O)N/N=C/c2cc([N+](=O)[O-])ccc2N2CCCCC2)cc1	-2	-10	62	12	81	-62	1	10	-5	0.6	10
Cc1nc(CS(=O)(=O)c2ccccn2)sc1C(=O)NNC(=O)c1ccccc1	-3	4	-3	-7	108	3	1	0	2	1.8	252
CN(C)c1ccc(C(CNC(=O)c2ccccc2)c2c[nH]c3ccccc23)cc1 (configuration not stated)	/	4	27	-5	112	-27	-5	3	0	1.3	454
CCOc1ccccc1Cn1c(=O)oc2ccc(C)cc21	3	0	/	-7	/	/	-14	14	0	-0.1	-19
CC1(C)CC(=O)C(Sc2ccc(Br)cc2)=C(O)C1	/	-11	-7	-6	114	7	-6	-5	4	0.9	51
COc1ccc(-c2nnc(SCC(=O)NC(C)c3ccccc3)o2)cc1 (configuration not stated)	/	-9	8	8	107	-8	-4	7	-7	-0.4	-13
O=[N+]([O-])c1cccc(-c2noc(-c3cccs3)n2)c1	0	-2	-8	49	104	8	9	-11	-2	1.2	17
CCc1ccc(NC(=O)CSc2nnc(CNC(=O)c3cccs3)o2)cc1	-2	-10	3	3	105	-3	-10	-3	-7	-0.3	19
Cc1ccc(CN2CC(C(=O)N(C)CC(=O)Nc3cccc(F)c3)CC2=O)cc1 (configuration not stated)	-1	-5	2	-3	104	/	-4	-12	0	0.5	-10
CCCC(=O)Nc1ccc(C(=O)NCCc2ccc(F)cc2)cc1	-3	-11	13	29	102	-13	-8	4	-4	/	219
O=C(Cc1ccc(NC(=O)C2CCN(C(=O)C3CCC3)CC2)cc1)Nc1ccc(C(=O)N2CCOCC2)cc1	/	-2	3	14	99	-3	-4	3	-3	-1.5	/
CC(=O)c1ccc(S(=O)(=O)N2CCC(NC(=O)c3ccccc3)CC2)cc1	1	-3	20	-9	111	-20	-4	-4	1	0.9	i
COc1ccc2nc(SCC(=O)Nc3ccc(S(=O)(=O)N4CCCC4)cc3)c(C#N)cc2c1	0	13	12	-1	94	-12	-3	5	1	0.2	1
CN(CC(=O)N1CCN(c2ccc(F)cc2)CC1)S(=O)(=O)c1ccc(F)cc1	-3	7	-9	0	77	9	-4	15	-6	-0.7	29
CCCCOc1ccc(Cl)cc1Nc1nc(NCCO)nc(N2CCCC2)n1	/	-1	29	2	102	-29	13	7	-5	1.5	-4
CCSc1nnc(NC(=O)c2cc(-c3ccccc3O)n[nH]2)s1	-4	-6	/	16	100	/	-11	43	7	-2.6	2
COC(=O)c1ccccc1NCCO	5	6	-6	-5	91	6	-5	-7	0	0.3	2
COc1ccc(C2=NN3C(=O)c4c(ccc(OC)c4OC)C3C2)cc1 (configuration not stated)	0	4	13	-3	106	-13	4	26	0	-1.6	253
COc1cc2cc(CCOC(=O)c3ccco3)oc(=O)c2cc1OC	/	1	-24	-1	103	24	-15	0	-5	-0.5	6
C/C(=N\NC(=O)c1nnn(-c2nonc2N)c1-c1ccccc1)c1ccccc1O	-1	0	86*	-57	99	-86	0	23	33*	-0.9	2
C/C(CC(=O)Nc1c(C)cc(C)cc1C)=N\NC(=O)OC(C)(C)C	-3	1	13	-2	94	-13	-14	1	-4	-3.3	-6
C/C(Cn1cnc([N+](=O)[O-])n1)=N\NC(=O)c1ccc(F)cc1	3	-2	-8	-2	/	8	0	23	-13	-0.6	31
CSCCC(NC(=O)c1ccccc1Br)C(=O)N1CCC(C)CC1 (configuration not stated)	2	-4	11	-7	99	-11	-3	0	-8	1.2	44
COc1ccc(Cl)cc1NC(=O)CN1C(=O)CCS(=O)(=O)c2ccccc21	0	-4	-22	-3	105	22	-6	-10	6	0.5	/
Cc1cccc(C)c1NC(=O)CN(C)C(=O)C1CCN(c2ncnc3sc(C)c(C)c23)CC1	/	-10	42	-3	103	-42	1	-3	-5	-2.1	6
CC[C@]1(C(=O)OC)[C@H]2C(=O)N(Cc3ccccc3)C(=O)[C@H]2[C@H]2CN=C(SCc3ccc(C)cc3)N21	/	5	-19	4	100	19	-1	29	-3	2.8	/
CN1CCN(C(=O)C2=C[C@H](c3ccc(Br)cc3)C[C@H](OCCCCO)O2)CC1	/	-6	14	5	103	-14	-3	1	3	0.9	21
CCCOc1cccc(-c2cc(C(=O)NN)c3ccccc3n2)c1	-1	-3	84*	-10	127	-84	-10	27	-9	-0.2	-3

# Next section:
Molecule	NSD2 inh	PKA-R2B activ	SR-BI HDL uptake	MITF TRPM1 HTS	DSG3 Ab inh	SR-BI uptake up	PKA-R1A act	Arrestin-AP2 inh	dFosB act	CDK5 inh	Mot1-301 SUMO
COc1ccc(NC(=O)Cn2nnc(C(=O)NCc3cccs3)c2N)c(OC)c1	7	-11	19	-4	101	-19	2	12	-4	1.9	-10
O=C(O)c1cc(N/N=C/C=C/c2ccccc2[N+](=O)[O-])ccc1Cl	15	-3	3	56	89	-3	2	40	1	1.2	-7
CCOCCCNC(=O)CN1C(=O)/C(=C/c2ccccc2)Sc2ccccc21	-1	0	29	-5	/	-29	-2	0	-1	0.2	-18
CN(c1ccccc1)S(=O)(=O)c1cccc(C(=O)OCC(=O)NCc2ccc3c(c2)OCO3)c1	5	-2	-35	-2	99	35	0	22	-15	-1.3	54
Cc1cnn(-c2cc(N/N=C/c3ccc(F)cc3)ncn2)c1	1	8	-6	49	88	6	-8	18	5	-0.8	-14
COc1ccccc1NC(=S)NC(=O)/C=C/c1cccs1	7	-11	16	-12	109	-16	2	-6	-14	-1.5	390
COc1ccc(S(=O)(=O)N2CCN(C)CC2)cc1Br	2	-7	-7	-7	106	7	4	-10	-11	-0.6	448
